# Source: PubChem (National Center for Advancing Translational Sciences (NCATS))
# KinaseGlo FLuc – Counterscreen for Luciferase (Kinase-Glo TM) Inhibition; Luciferin 4-monooxygenase (Photuris pensylvanica), Q27757; Kinase-Glo luciferase, ATP luminescence, 8 min; Potency, µM (titrated, usually from 38.3 µM), inactives show top-dose activity change, negative = inhibition, actives largely listed as inhibitors; actives 0.28% (n = 200,000); also: potency is read from the fitted curve at half-maximal effect; % is scaled to controls: 0 for no effect and ±100 for the full control effect; nearly all actives have a fitted effect of over 60% in size
#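 Substrate mix (final 50 mM imidazole pH 7.2, 50 mM KCl, 7 mM MgCl2, 10 uM ATP, 0.01% Tween 20, 0.05% BSA) plus pin-tool compound, then Kinase-Glo detection mix; 8 min ambient, luminescence read.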
# NPSR antag – qHTS Assay for Antagonists of the Neuropeptide S Receptor: cAMP Signal Transduction | CHO-NPSR cells, cAMP TR-FRET, antagonist mode | Potency, µM (series often up to 38.3 µM), inactives show at the top dose activity change, negative = inhibition, usual class: inhibitors | actives 1% (n = 220,000) | AID 1461, 2008; also: potency is read from the fitted curve at half-maximal effect; % is scaled to controls: 0 for no effect and ±100 for the full control effect; nearly all actives have a fitted effect of over 50% in size; many of its hits are not listed in these tables
# Target sequence (Q6W5P4 whole entry, looked up): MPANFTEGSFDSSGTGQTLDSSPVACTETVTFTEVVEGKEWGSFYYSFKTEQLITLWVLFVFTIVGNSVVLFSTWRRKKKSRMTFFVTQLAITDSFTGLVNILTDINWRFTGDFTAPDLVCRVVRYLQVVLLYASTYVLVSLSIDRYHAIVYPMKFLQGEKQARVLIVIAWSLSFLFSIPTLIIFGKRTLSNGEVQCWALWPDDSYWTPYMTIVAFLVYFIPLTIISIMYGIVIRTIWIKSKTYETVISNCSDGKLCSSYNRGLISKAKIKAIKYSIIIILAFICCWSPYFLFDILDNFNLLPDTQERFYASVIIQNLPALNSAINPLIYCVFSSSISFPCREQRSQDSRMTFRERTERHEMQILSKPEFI
# Epigenetic reg – Quantitative High-Throughput Screen for Regulators of Epigenetic Control | Potency, µM (highest dose often 53.9 µM), inactives show top-dose GFP activation, actives largely listed as activators | actives 0.2% (n = 280,000) | murine LDR cells, GFP reporter derepression, 30 h; also: potency is read from the fitted curve at half-maximal effect; % of control where 0% means no effect; nearly all actives have a fitted effect of over 60% in size
#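 Reporter derepression read as number of fluorescent GFP-positive objects, 20-120 um in size, counted by laser-scanning cytometer. Mouse LDR line with an epigenetically silenced CMV-GFP locus; compound incubation 30 h, 37 C.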
# IMPase Li cell – qHTS Assay for Identifying the Cell-Membrane Permeable IMPase Inhibitors: Potentiation with Lithium. Potency, µM (top dose mostly 59.4 µM), for the others: top-dose activity, negative = IMPase inhibition, usual class: inhibitors. actives 0.35% (n = 210,000). CHO-M1 cells, IP1 TR-FRET (IP-One), carbachol + lithium. AID 1457, 2008;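 also: IP1 builds up when IMPase is blocked and the TR-FRET signal falls; potency is read from the fitted curve at half-maximal effect; plate controls were basal vehicle for no effect and high inhibitor control for full effect; nearly all actives have a fitted effect of over 50% in size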
#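 IP1 accumulation measured by competitive TR-FRET in lysed CHO-M1 cells after 30 min compound exposure at 37C, with a small lithium addition to potentiate weak responses. Hill-equation AC50 from ratio and donor-channel data.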
# CBFb-RUNX1 inh – qHTS Assay for Compounds Blocking the Interaction Between CBF-beta and RUNX1 for the Treatment of Acute Myeloid Leukemia | 230,000 tested, under 10 active | Runt-related transcription factor 1 (Homo sapiens) + Core-binding factor subunit beta … | Potency, µM (titrated, usually from 59.8 µM), for the others: at the top dose activity, negative = inhibition, usual class: inhibitors | AID 1477, 2009 | AlphaScreen CBFb-His/RUNX1-biotin binding, biochemical; also: % of control where 0% means no effect
# Target sequence (Q01196 whole entry, looked up): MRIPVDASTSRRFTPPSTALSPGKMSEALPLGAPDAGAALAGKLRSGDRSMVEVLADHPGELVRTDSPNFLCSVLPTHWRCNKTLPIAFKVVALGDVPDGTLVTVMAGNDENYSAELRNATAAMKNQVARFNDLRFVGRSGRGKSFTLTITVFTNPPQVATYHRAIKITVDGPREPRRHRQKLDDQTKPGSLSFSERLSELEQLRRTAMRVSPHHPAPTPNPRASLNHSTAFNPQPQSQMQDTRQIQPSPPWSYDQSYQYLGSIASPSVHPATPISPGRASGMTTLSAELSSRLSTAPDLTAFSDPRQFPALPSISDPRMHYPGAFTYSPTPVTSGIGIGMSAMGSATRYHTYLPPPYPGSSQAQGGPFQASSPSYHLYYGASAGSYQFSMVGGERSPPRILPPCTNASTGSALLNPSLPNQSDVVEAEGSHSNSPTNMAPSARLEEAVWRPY
# Target sequence (Q13951 whole entry, looked up): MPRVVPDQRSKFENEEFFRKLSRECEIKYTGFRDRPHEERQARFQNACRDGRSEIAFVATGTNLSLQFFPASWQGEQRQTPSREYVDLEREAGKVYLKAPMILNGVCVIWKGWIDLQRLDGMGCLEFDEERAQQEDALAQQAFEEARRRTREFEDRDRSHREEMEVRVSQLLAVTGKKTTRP
#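 Proteins preincubated together for 20 min at RT before compound addition; 15 min later, nickel and streptavidin beads were added and left 90 min prior to AlphaScreen measurement.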
# HttQ103 aggreg – qHTS Multiplex Assay to Identify Dual Action Probes in a Cell Model of Huntington: Aggregate Formation (GFP); PC12 HttQ103-GFP aggregates, Acumen cytometry, 40 h; Potency, µM (highest dose often 46.1 µM), for inactives: at the highest dose activity change, negative = inhibition, hits mostly inhibitors; actives 1.1% (n = 220,000); also: potency is read from the fitted curve at half-maximal effect; % is scaled to controls: 0 for no effect and ±100 for the full control effect; nearly all actives have a fitted effect of over 60% in size
#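 PC12/HTTQ103-GFP, ecdysone-inducible; teb 100 nM; cpd qHTS titration; GFP aggregates read on laser cytometer, Ex 488/Em 500-530 nm.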
# Lamin A splicing – qHTS Assay for Modulators of Lamin A Splicing | AID 1487, 2009 | Potency, µM (highest dose often 46.1 µM), inactives show top-dose ratio change, negative = inhibition, most hits filed as inhibitors | HeLa LMNA splicing GFP/RFP minigene ratio, 48 h | actives 0.01% (n = 200,000); active = well fitted inhibition curve with a large enough effect in the signal ratio, with a control signal flat, not every such curve was filed as active; inconclusive = small, poorly fitted or top-dose-only effect, or effect the other way, or a change in a side signal; the % refers to the signal ratio; also: potency is read from the fitted curve at half-maximal effect; % is scaled to controls: 0 for no effect and ±100 for the full control effect
#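 S3 HeLa stable clones carrying a lamin A-EGFP splicing minigene plus DsRed2 were seeded at 600 cells/well in Opti-MEM with 2% FBS, pin-dosed and incubated 48 h at 37°C. Acumen cytometry (488 nm) gave the GFP/RFP total-intensity ratio.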
# Numbers without * were called inactive; ? = inconclusive; . = no result given; & = joins results of further samples; [ ] = another dose, or the depositor's remark. Unless noted, calls follow the shape of the dose curve; as a rule, active = well fitted curve in the direction sought with a large enough effect; inconclusive = small, poorly fitted or top-dose-only effect, or another doubt; inactive = no such curve, though single readings can be large; an effect the other way counts as inactive or inconclusive.
SMILES,KinaseGlo FLuc,NPSR antag,Epigenetic reg,IMPase Li cell,CBFb-RUNX1 inh,HttQ103 aggreg,Lamin A splicing
Cn1c(-c2ccc(F)cc2)cnc1SCC(=O)N1CCCc2ccccc21,2.2%,-1.2%,-1.8%,4.1%,-7.6%,-2.2%,?
O=C(NC1CCCCC1)C(c1cccnc1)N(C(=O)c1ccc(Cl)nc1)C1CCCCC1 (configuration not stated),2.2%,-1.3%,2.1%,8.9%,-1.2%,1.9%,-8.1%[46 µM]
CCC(C)Nc1nc(OCC(F)(F)F)nc(OCC(F)(F)F)n1 (configuration not stated),6.6%,0.5%[46.1 µM],-1.2%,-0.6%[38.3 µM],11.9%,5.4%,17.3%
O=S(=O)(c1ccc(N2CCC(c3ccc(Cl)cc3)=N2)cc1)N(CCO)CCO,-2.1%,?,1.4%,-12.2%[38.3 µM],?,-13.0%,?
COc1ccccc1OCc1ccc(C(=O)NCc2cccnc2)o1,0.7%,6.2%[46.1 µM],-0.1%,7.9%[38.3 µM],0.3%,1.6%,-1.1%
CCc1ccc2[nH]c(=O)c(CN(CCCO)C(=O)NCc3ccccc3)cc2c1,0.1%,-12.1%[46.1 µM],0.0%,30.2%[38.3 µM],-0.1%,-1.8%,-7.9%
O=C(CCn1c(=O)c2ccccc2n(Cc2cccc([N+](=O)[O-])c2)c1=O)N1CCc2ccccc2C1,0.3%,-7.5%,0.0%,11.7%,-16.4%,17.2%,-5.0%
C=CCNc1nc(C)c(C(C)=O)cc1C#N,1.7%,21.1%[46.1 µM],0.0%,?,1.9%,-10.7%,0.3%
CCc1cc(C(=O)COc2ccc(F)cc2)c(O)cc1O,.,20.5%,-6.6%,.,0.0%,?,.
Cc1ccc(-n2c(C)cc(C(=O)CN3C(=O)C(=O)N(C4CCCC4)C3=O)c2C)cc1,2.6%,-21.0%,-0.2%,3.7%,-18.0%,?,29.7%[9.22 µM]
Cc1cc(NCCN2CCOCC2)n2nc(C)c(-c3ccc(Cl)cc3)c2n1,-6.0%,-15.8%[46.1 µM],1.0%,?,-7.3%,10.9%,-6.4%
CCN=C(NCC)SC1CC(=O)N(c2ccc(F)cc2)C1=O (configuration not stated),1.1%,-3.1%,-2.5%,1.1%,-0.1%,-2.2%,.
CCOc1c(C)cc2[nH]c(CCC(=O)O)nc2c1C,7.6%,-4.0%[46.1 µM],3.5%,4.3%,5.7%,10.8%,-3.8%
COc1ccc(N2CCN(C(c3cccs3)c3nnnn3C3CCCC3)CC2)cc1 (configuration not stated),6.9%,-24.4%[46.1 µM],-0.2%,18.0%[38.3 µM],-17.0%,-18.1%,-12.0%
O=C(c1cccc(C(F)(F)F)c1)c1c[nH]c(C(=O)NCC2CCCO2)c1 (configuration not stated),4.4%,-4.5%,-0.3%,-2.5%,0.6%,-8.1%,1.7%[46 µM]
COc1cc(C(=O)NCCCn2ccnc2)cc(OC)c1OC,2.6%,12.7%,10.8%,2.8%,3.1%,4.5%[9.22 µM],4.1%[46 µM]
OC(COCc1ccccc1)CN1CCc2ccccc2C1 (configuration not stated),0.6%,9.0%,-3.2%,1.4%,3.3%,20.7%,-14.2%
S=C(NCc1ccco1)Nc1ccc(Cl)cc1,-1.4%,-5.6%,0.0%,9.4%,-4.2%,?,?
Cc1ccc(Cn2ccc(NC(=O)c3cc(-c4ccc5c(c4)OCO5)on3)n2)cc1,-1.6%,21.5%[46.1 µM],-1.7%,11.2µM*,13.7%,4.0%,?
CN(c1ccccc1C(=O)Nc1ccc(S(=O)(=O)N2CCCCC2)cc1)S(C)(=O)=O,0.8%,?,-0.7%,5.2%[38.3 µM],0.3%,14.0%,1.3%
COCCNC(=O)C(c1ccc(C)o1)N(Cc1ccc(OC)cc1)C(=O)Cn1nnc2ccccc21 (configuration not stated),1.7%,-13.4%[46.1 µM],1.4%,-0.1%[38.3 µM],-1.4%,-3.5%,0.9%
Cc1ccc(Nc2nc(NCC3CCCO3)nc(N)c2[N+](=O)[O-])cc1 (configuration not stated),-3.9%,1.8%,-1.0%,13.3%,4.0%,3.8%,-6.4%
CCn1cc(C(=O)N2CCc3ccccc32)c(=O)c2cc(S(=O)(=O)N3CC(C)CC(C)C3)ccc21 (configuration not stated),0.7%,-24.4%,0.0%,6.0%,-13.8%,-0.1%,?
CCN(CC)C1=NS(=O)(=O)c2cc([N+](=O)[O-])ccc21,-0.9%,8.5%,1.1%,5.2%,-5.4%,?,.
O=c1[nH]c(Cc2ccccn2)nc2scc(-c3ccccc3Cl)c12,2.2%,-11.7%,5.1%,-5.1%,3.4%,?,.
CC(=O)Nc1ccc(Oc2ccc([N+](=O)[O-])cc2Cl)cc1,1.4%,-31.3%,-1.5%,3.0%,4.6%,6.4%,.
Nc1cnn(Cc2ccc(F)cc2)c1,-0.7%,4.0%,-5.4%,5.6%,-2.7%,2.1%[9.22 µM],?
CCc1cccc(NC(=S)N(CCN(C)C)C(C)c2ccncc2)c1 (configuration not stated),.,5.8%,-0.9%,.,1.7%,-7.6%[9.22 µM],.
COc1ccc(C=C2C(=O)OC(C)(C)OC2=O)cc1OC,.,-9.3%,1.8%,.,-5.4%,7.0%[9.22 µM],.
CCC/S(C)=N/S(=O)(=O)c1ccc(C)cc1 (configuration not stated),-4.5%,5.3%,0.0%,-2.6%,-7.3%,1.2%,-0.6%
COc1ccc(CNC(=O)c2ccc(-c3ccccc3)cc2)cc1OC,11.9%,-17.8%,3.1%,-2.8%,-3.5%,-7.4%,-4.2%
CC(C)Oc1ccc(C(=O)NNC(=O)c2ccccc2C(=O)O)cc1,3.2%,18.8%,-1.0%,-2.5%,0.3%,-1.5%,-8.3%
Cn1cc([N+](=O)[O-])c(C(=O)Nc2ccc(C3CCCCC3)cc2)n1,-2.1%,13.1%,0.2%,20.0%,4.0%,23.1%[9.22 µM],.
O=C(N/N=C/c1ccc(N2CCOCC2)cc1)C1COc2ccccc2O1 (configuration not stated),0.7%,-11.1%,-0.9%,-5.9%,3.4%,-12.9%,?
O=C(Nc1ccc(OC(F)(F)F)cc1)Oc1ccccc1N1CCCCC1,.,12.9%,3.1%,.,10.2%,12.2%[9.22 µM],.
Cc1ccccc1C(C(=O)NCc1ccco1)N(CC1CCCO1)C(=O)Cn1nnc2ccccc21 (configuration not stated),-0.4%,-12.6%[46.1 µM],0.0%,8.3%[38.3 µM],1.3%,25.8%,-2.3%
S=C(c1ccc(N2CCCC2)cc1)N1CCCCC1,-1.8%,-10.5%[46.1 µM],-1.1%,30.3%[activator][38.3 µM],?,-13.5%,-15.6%
O=C(Cc1ccccc1[N+](=O)[O-])Nc1nccs1,.,3.0%,-1.8%,.,-3.3%,10.6%[9.22 µM],.
O=C(CN1CCOCC1)Nc1ccc(S(=O)(=O)NC2CCCCC2)cc1,0.0%,27.1%[46.1 µM],-0.2%,-16.9%[38.3 µM],7.6%,-26.3%,?
O=C(NC1CC1)C1=C[C@@H](c2csc3ccccc23)C[C@@H](OCc2ccc(CO)cc2)O1,.,?,1.0%,-0.1%,9.0%,4.2%[9.22 µM],.
CCOC(=O)/C=C/CCCC=O,1.2%,.,3.4%,6.3%,-7.5%,.,.
NC1=NC(=O)C(Cc2ccccc2)S1 (configuration not stated),-2.8%,9.7%,1.0%,-1.7%,-0.4%,9.0%[9.22 µM],6.3%[46 µM]
O=C(NOC(=O)c1ccccc1F)c1ccc(OC(F)F)cc1,-10.8%,2.0%,-0.2%,-0.8%,12.1%,12.0%,-0.2%[46 µM]
O=C(O)C1CSC(CCc2ccccc2)N1 (configuration not stated),-1.2%,7.5%[46.1 µM],-1.6%,2.4%[38.3 µM],1.7%,2.7%,4.8%
CCOc1ccccc1NC(=O)N1CCC(C(=O)c2ccc(F)cc2)CC1,-1.1%,-16.1%[46.1 µM],0.5%,25.6%[38.3 µM],-0.5%,18.2%,-11.7%
Cc1ccc2nc(N(CCCN(C)C)C(=O)c3ccc(Br)s3)sc2c1,3.5%,-25.5%,-4.5%&-1.2%,5.8%,2.4%,?,-9.8%[9.22 µM]
COc1ccc(C2=NN3C(C2)c2ccccc2OC3c2cccs2)cc1 (configuration not stated),-1.3%,2.7%,-1.1%,-7.0%,4.8%,30.6%[9.22 µM],-10.4%[46 µM]
CCOC(=O)Cc1nnc(NC(=O)c2cccc(OCC)c2)s1,-5.2%,-16.0%[46.1 µM],0.0%,4.0%[38.3 µM],2.1%,?,8.6%
CC(C)(C)NC(=O)/C(=C\c1cccnc1)NC(=O)c1ccco1,0.8%,-10.0%,-4.9%,8.1%,-4.7%,6.4%[9.22 µM],8.5%[46 µM]
CC(C)(C)C(=O)Nc1nnc(SCC(=O)NCc2cccs2)s1,-4.9%,-1.5%[46.1 µM],-1.1%,-11.6%[38.3 µM],3.8%,-2.8%,12.3%

# Going on with the list.
SMILES,KinaseGlo FLuc,NPSR antag,Epigenetic reg,IMPase Li cell,CBFb-RUNX1 inh,HttQ103 aggreg,Lamin A splicing
COc1cccc(NC(=S)N(Cc2ccc(Cl)cc2)Cc2ccc(C(=O)O)cc2)c1,.,-43.0%,1.1%,-4.4%,-6.2%,15.7%,.
COC(=O)c1c(N2C(=O)Nc3ccccc3N2O)sc2c1CCCC2,0.7%,-2.1%,1.0%,-4.1%,3.9%,-11.1%,?
CCn1cnc2scc(-c3ccc(C)c(C)c3)c2c1=O,1.9%,40.1%,-1.6%,1.8%,-3.4%,-3.2%[9.22 µM],.
COC(=O)CSc1ncnc2c1cnn2-c1ccc(C)cc1C,1.3%,-15.3%,2.0%,4.4%,19.9%,-7.8%,0.7%[46 µM]
O=C(CSc1nnc(COc2ccc(Cl)cc2)o1)N1CCN(c2ccccc2)CC1,3.2%,-4.0%[46.1 µM],0.0%,16.3%[38.3 µM],5.6%,-1.1%,?
CCC(C)NC(=O)C(NS(=O)(=O)c1cccc2nsnc12)c1ccccc1 (configuration not stated),5.2%,-9.8%[46.1 µM],-2.2%,-5.7%[38.3 µM],1.9%,5.7%,3.4%

# Only part of the results is shown, so the mix of outcomes need not match the whole.
